NIH3T3 tox = kills NIH 3T3 cells; NIH 3T3 viability, CellTiter-Glo ATP luminescence, 48-72 h; Potency, µM (top dose mostly 96.7 µM), without a hit: top-dose activity change, negative = cytotoxicity, most hits filed as inhibitors; 94,000 tested, 4.3% active; AID 1345082; note: potency is the fitted concentration of half-maximal effect; nearly all actives have a fitted effect of over 55% in size
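NIH 3T3 cells at 400 cells/well received 23 nL of compound by pintool and were incubated 48 or 72 h at 37 °C. Viability was read as ATP-coupled CellTiter-Glo luminescence.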
HEK293 viab = counter-screen for SNCA expression inhibitors: cell viability | HEK-293-SNCA-luc viability, GF-AFC fluorescence, 24 h | Potency, µM (highest dose often 57.1 µM), for the others: top-dose activity change, negative = cytotoxicity, usual class: cytotoxic | AID 1671193 | 150,000 tested, 0.12% active;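 note: potency is the fitted concentration of half-maximal effect; 0% = DMSO-treated cells and -100% = medium-only wells without cells; nearly all actives have a fitted effect of over 30% in size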
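Cytotoxicity counterscreen: after 24 h compound treatment of genome-edited SNCA-luciferase HEK-293 cells, live-cell protease substrate GF-AFC read by fluorescence after 30 min; activity scaled between DMSO (0%) and medium-only (-100%), curves Hill-fitted.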
SNCA expr inh = SNCA gene expression inhibition; HEK-293 SNCA-luciferase knock-in, luminescence, 24 h; Potency, µM (top dose mostly 57.2 µM), without a hit: at the top dose activity change, negative = inhibition, usual class: inhibitors; 140,000 tested, 0.17% active; AID 1671194;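 note: potency is the fitted concentration of half-maximal effect; plate controls were DMSO cells for no effect and cell-free wells for full effect; nearly all actives have a fitted effect of over 45% in size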
GPT2 inh = GPT2 alanine aminotransferase inhibition; Recombinant GPT2, coupled pyruvate oxidase/HRP Amplex Red fluorescence; AID 1671188; Q8TD30; Potency, µM (titrated, usually from 57.7 µM), inactives show at the highest dose activity change, negative = inhibition, usual class: inhibitors; 100,000 tested, 0.25% active; note: potency is the fitted concentration of half-maximal effect; nearly all actives have a fitted effect of over 60% in size; many of its hits are not listed in these tables
Target sequence (Q8TD30 whole entry, looked up): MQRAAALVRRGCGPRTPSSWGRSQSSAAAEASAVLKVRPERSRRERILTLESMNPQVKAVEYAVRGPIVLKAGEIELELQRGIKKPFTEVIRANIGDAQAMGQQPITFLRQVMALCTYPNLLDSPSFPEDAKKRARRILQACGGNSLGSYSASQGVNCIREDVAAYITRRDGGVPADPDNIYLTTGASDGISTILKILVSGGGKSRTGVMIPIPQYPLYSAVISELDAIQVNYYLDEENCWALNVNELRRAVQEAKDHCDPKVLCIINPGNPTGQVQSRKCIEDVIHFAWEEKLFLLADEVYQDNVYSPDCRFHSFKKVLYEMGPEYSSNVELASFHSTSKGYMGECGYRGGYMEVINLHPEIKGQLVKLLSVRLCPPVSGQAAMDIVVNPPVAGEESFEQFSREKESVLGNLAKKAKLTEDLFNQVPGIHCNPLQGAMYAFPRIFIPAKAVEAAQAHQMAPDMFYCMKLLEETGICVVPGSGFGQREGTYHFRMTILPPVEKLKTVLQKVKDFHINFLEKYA
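GPT2 10ng/uL, a-KG 250uM, L-Ala 2mM, HEPES pH7.5 + 0.0001% Tween; 30 min RT. Then Amplex mix (PO/HRP/ThPP), 30 min RT dark, fluorescence. AOA 50uM used as positive control.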
Luciferase inh = inhibitors of firefly (Photinus pyralis) luciferase; Potency, µM (top dose mostly 115 µM), for the others: top-dose activity change, negative = inhibition, actives largely listed as inhibitors; 76,000 tested, 2.5% active; P08659; AID 1347043; purified P. pyralis luciferase, luminescence, biochemical; note: potency is the fitted concentration of half-maximal effect; nearly all actives have a fitted effect of over 65% in size
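Luminescence read by CCD imaging after purified firefly luciferase (10nM final) was added to substrate buffer holding 10uM D-luciferin and 10uM ATP, pH 7.5, pre-dosed with compound.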
IP6K1 inh = blocks human inositol hexakisphosphate kinase 1; 140,000 tested, 0.81% active; activity change, % (series mostly up to about 58 µM); IP6K1 kinase, ADP-Glo luminescence, 2 h; active compounds read low; AID 1645851; in the data active = activity change below about -25%
Target sequence (Q92551 whole entry, looked up): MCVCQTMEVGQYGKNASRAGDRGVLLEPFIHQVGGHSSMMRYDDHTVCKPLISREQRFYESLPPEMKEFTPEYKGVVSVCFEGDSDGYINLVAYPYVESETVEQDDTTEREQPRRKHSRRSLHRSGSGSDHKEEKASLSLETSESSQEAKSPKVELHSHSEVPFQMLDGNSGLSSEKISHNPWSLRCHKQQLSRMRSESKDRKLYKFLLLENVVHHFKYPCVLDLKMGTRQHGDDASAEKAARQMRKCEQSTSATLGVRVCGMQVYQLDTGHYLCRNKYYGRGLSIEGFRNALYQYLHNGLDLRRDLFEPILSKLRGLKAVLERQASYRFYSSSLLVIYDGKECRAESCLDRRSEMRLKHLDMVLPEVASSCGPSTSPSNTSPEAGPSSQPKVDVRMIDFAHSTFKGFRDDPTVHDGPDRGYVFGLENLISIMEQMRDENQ
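ADP-Glo luminescence measures ADP made by human IP6K1 during a 2 h RT reaction with ATP/IP6 (mix at 1.3 mM/130 uM); top library doses 57.5 and 19.1 uM final.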
HEK293 tox = cytotoxic compounds in HEK 293 cells | Potency, µM (titrated, usually from 115 µM), for inactives: top-dose activity change, negative = cytotoxicity, usual class: inhibitors | HEK 293 viability, ATP luminescence (CellTiter-Glo), 48-72 h | AID 1345083 | 94,000 tested, 6.6% active; note: potency is the fitted concentration of half-maximal effect; nearly all actives have a fitted effect of over 60% in size
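250 HEK 293 cells/well; compound by pintool; incubated 48 or 72 hr at 37 degree Celsius; CellTiter-Glo added, 10 min RT, luminescence imaged.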
An asterisk follows results filed as active; i = inactive; ? = inconclusive; · = no result given; & = joins results of further samples; ! = repeats disagree; [ ] = remark or other dose. Unless noted, calls come from the whole dose curve; as a rule, active = well fitted curve in the direction sought with a large enough effect; inconclusive = small, poorly fitted or top-dose-only effect, or another doubt; inactive = no such curve, though single readings can be large; an effect the other way counts as inactive or inconclusive. Unless noted, % is set by controls: 0 for no effect and ±100 for the full control effect. Only part of the results is shown (hit frequency here may not be typical).

SMILES	NIH3T3 tox	HEK293 viab	SNCA expr inh	GPT2 inh	Luciferase inh	IP6K1 inh	HEK293 tox
Cc1nc2ccc(C(=O)NC(C(=O)O)c3c(C)n[nH]c3C)cc2[nH]1 (centres undefined)	5%	-1%	32%[activator]	?	0%	11	-8%
CCn1c(C2CCCN(C(=O)Cc3c[nH]c(=O)n(C)c3=O)C2)nn(C)c1=O (centres undefined)	2%	3%	10%	-10%	0%	4	4%
O=C(NCCCn1cccn1)c1cccnc1N1CC2CC(C1)[C@H]1CCCC(=O)N1C2 (some centres undefined)	i	-6%	-29%	-3%	10%	-2	-4%
COc1ccc(CC(=O)N2CCC(C(=O)N3CCC(N4CCCC4=O)CC3)CC2)cc1	2%	4%	-4%	3%	·	20	i
CC(C)c1noc(-c2cccn3c(CNC(=O)c4cc(F)ccc4F)nnc23)n1	-18%	1%	-19%	i	-9%	12	-11%
COCCCNC(=O)c1ccc2nc(CCc3ccccc3)oc2c1	·	4%	158%[activator]	·	·	-2	·
O=c1[nH]c(C2CCCN(Cc3ccccc3)C2)nc2ccc(F)cc12 (centres undefined)	28µM*!	-16%[87.6 µM]	-22%[87.6 µM]	-13%[88.5 µM]	-7%[172 µM]	28&0	50µM*!
CCOC(=O)c1ccc(NC(=O)CS(=O)(=O)Cc2nc(-c3ccc(C)cc3)oc2C)cc1	·	1%	10%	·	·	25	·
Cc1cc(Nc2nc3ccccc3c3nnc(C)n23)ccc1Br	·	20%	27%	·	·	1	·
COC1CN(c2cccc(F)c2)C12CCN(C(=O)C1CCCCC1)CC2 (centres undefined)	-22%	-1%	-9%	2%	-10%	-7	28µM*
CC(C)NC(=O)N1CCC(c2nnc3n2CCNC3)CC1	i	4%	0%	?	·	-7	i
O=C(C1CCCC1)N1CCC2(CCCN(Cc3cccc(F)c3F)C2)C1 (centres undefined)	?	-1%	38%[activator]	-4%	1%	-7	?
C=C1CC/C=C(/C(=O)O)CCC2C1CC2(C)C (centres undefined)	·	-7%	·	i	·	13	·
Cc1ccc(N(Cc2cccs2)C(=O)c2ccccc2)cc1	·	11%	?	·	·	0	·
CC1=Nc2cc(C(=O)NC(C)c3ccccc3)ccc2Sc2ccccc21 (centres undefined)	?	7%	?	-10%	-3%	-11	-30%
COc1ccccc1C(=O)NCCn1cc(SCc2ccccc2Cl)c2ccccc21	·	-23%	?	·	·	-1	·
COCC(=O)NC1CCC12CCN(C(=O)c1ccccn1)CC2 (centres undefined)	-7%	3%	-20%	i	·	15	-8%
COc1cccc(CN2CCOC3(CCN([S+](=O)([O-])c4cccnc4)CC3)C2=O)c1	?	5%[87.6 µM]	-17%[87.6 µM]	i	-3%[172 µM]	18	?
Cn1cccc1CN1CCC(Oc2ccccc2-c2nc(-c3ccncc3)no2)C1 (centres undefined)	40µM*	-18%	85%[activator]	i	·	-12	?
CNC(=O)[C@@H]1C[C@@H](N)CN1C(=O)c1cnc(-c2ccccc2)nc1C	-28%	12%	-2%	-2%	5%	5	i
CN1C(=O)CCC2(CNC(=O)c3cccc4nccnc34)CCCC=C12 (centres undefined)	?	-18%	31%[activator]	i	7%	-7	79µM*
Cn1cccc1C(=O)N1CCN(c2cc(-c3ccc(Cl)cc3)[nH]n2)CC1	?	4%	13%	i	-12%	23	?
COc1cccc(-c2nc3cc(SC)ccc3cc2CN(C)Cc2ccno2)c1	?	-4%	8%	-14%[11.5 µM]	9%	-33*	?
O=C(CCc1nc2ccccc2[nH]1)N1CCCOC(Cn2cccn2)C1 (centres undefined)	1%	0%	6%	1%	12%	-4	-7%
CN1[C@@H](CCC(=O)NCc2ccccc2)CNC(=O)[C@@H]2[C@H]1CCN2C1CCOCC1	i	1%[87.6 µM]	3%[87.6 µM]	?	5%[172 µM]	12	i
c1ccc2c(c1)COC1(CCNC1)CN2CC1CCCCC1 (centres undefined)	32µM*	-19%[87.6 µM]	-20%[87.6 µM]	i	·	-22	79µM*
COc1ccc(-c2cccc(CN3CCCC(C)(NC(C)=O)C3)c2)cc1OC (centres undefined)	?	3%[87.6 µM]	62%[activator][87.6 µM]	-9%[88.5 µM]	14%[172 µM]	23	?
N#Cc1ccc(C(=O)N2CCCC(n3cc(-c4nc(C5CC5)no4)nn3)C2)cc1 (centres undefined)	?	-4%	-2%	4%	4%	9	-14%
Cc1ccc2c(CN3CCN(c4ccc(Cl)cc4)CC3)cc(=O)oc2c1	·	11%	-10%	·	·	-21	·
O=C(C1CCCN1C(=O)Cc1ccc(F)cc1)N1CCC(N2CCOCC2=O)CC1 (centres undefined)	-18%	-1%	8%	i	·	-11	-1%
COc1ccccc1N1CCN(C(=O)C(CCSC)NS(=O)(=O)c2ccc3c(c2)oc(=O)n3C)CC1 (centres undefined)	·	17%	0%	·	·	-3	·
NC(c1ccccc1)c1nnc2n1CCN(C(=O)N1CCCCC1)C2 (centres undefined)	-9%	5%	19%	-1%	·	13	-1%
CC(=O)c1cccc(NC(=O)CN2C(=O)c3ccccc3Sc3ncccc32)c1	·	?	3%	·	·	17	·
CN(C)C[C@@H]1CN(c2ccccn2)C[C@H]1NC(=O)c1cccn1C	i	5%	16%	i	9%	-4	-7%
O=C(Cc1cccc(Cl)c1)N1CCC2(COc3ccncc3[S+](=O)([O-])N2)C1 (centres undefined)	-16%	6%	55%[activator]	-2%	·	19	-17%
Cc1cc(C(F)(F)F)nn1CC(=O)NC1CCc2n[nH]c(=O)n2CC1 (centres undefined)	-2%	4%	-6%	i	9%	3	i
COc1ccc(-c2ccccc2C(=O)NCCc2ccccc2)nn1	-22%	·	·	·	·	11	-28%
CCCCc1ncc[nH]1	3%[369 µM]	-1%[183 µM]	8%[183 µM]	-9%[192 µM]	·	23	i
CN(Cc1ccccc1)C(=O)[C@H]1C[C@@H](O)[C@H](O)[C@@H]2N=C(Nc3ccc(Cl)cc3)S[C@@H]21	-1%	3%	?	2%	-13%	-7	5%
COC(=O)c1scc(-c2ccc(C)cc2)c1S(=O)(=O)Nc1c(C)cc(C)cc1C	·	3%	-13%	·	·	-1	·

Reprinted at random: 2 compounds from above.
SMILES	NIH3T3 tox	HEK293 viab	SNCA expr inh	GPT2 inh	Luciferase inh	IP6K1 inh	HEK293 tox
CCCCc1ncc[nH]1	3%[369 µM]	-1%[183 µM]	8%[183 µM]	-9%[192 µM]	·	23	i
CN(C)C[C@@H]1CN(c2ccccn2)C[C@H]1NC(=O)c1cccn1C	i	5%	16%	i	9%	-4	-7%

More compounds follow.
SMILES	NIH3T3 tox	HEK293 viab	SNCA expr inh	GPT2 inh	Luciferase inh	IP6K1 inh	HEK293 tox
CCc1ccc(NC(=O)Cn2c(=O)c(-c3noc(C)n3)c3n(c2=O)CCCC3)cc1	-7%	-1%	-4%	-7%	-2%	3	-1%
COc1cccc(CC(=O)Nc2ccc(-c3nc4ccccc4s3)cc2)c1	·	-3%	25%	·	·	34	·
CSc1cccc(Nc2cc(C(=O)NCCc3ccc(Cl)cc3)c3ccccc3n2)c1	·	-7%	?	·	·	6	·
Cc1ccc(-c2nc3cc(C(C)C)ccc3o2)cc1NC(=O)c1cc2ccccc2o1	·	14%	4%	·	·	-14	·
CCSc1ncc(Cl)c(C(=O)Nc2nnc(CC)s2)n1	·	-2%	3%	·	·	1	·
Cc1c(C(=O)OC(C)C)sc(NC(=O)C2c3ccccc3Oc3ccccc32)c1C(=O)OC(C)C	·	4%	7%	·	·	-5	·
COCc1nc(-c2ccc(OC3CCN(C(=O)c4nn(C)c5ccccc45)C3)cc2)no1 (centres undefined)	?	-15%	?	0%	-2%	6	?
COc1cccc(Nc2nc3ccc(C)cc3nc2-n2nc(C)cc2C)c1	·	-3%	16%	·	·	-9	·
O=C(c1c(F)ccc(NS(=O)(=O)N2CC[C@@H](F)C2)c1F)c1c[nH]c2ncc(-c3cnc(C4CC4)nc3)cc12	·	-9%	·	-16%	·	-17	·

Structures shown so far with fluorine, in the order listed:
SMILES	NIH3T3 tox	HEK293 viab	SNCA expr inh	GPT2 inh	Luciferase inh	IP6K1 inh	HEK293 tox
CC(C)c1noc(-c2cccn3c(CNC(=O)c4cc(F)ccc4F)nnc23)n1	-18%	1%	-19%	i	-9%	12	-11%
O=c1[nH]c(C2CCCN(Cc3ccccc3)C2)nc2ccc(F)cc12 (centres undefined)	28µM*!	-16%[87.6 µM]	-22%[87.6 µM]	-13%[88.5 µM]	-7%[172 µM]	28&0	50µM*!
COC1CN(c2cccc(F)c2)C12CCN(C(=O)C1CCCCC1)CC2 (centres undefined)	-22%	-1%	-9%	2%	-10%	-7	28µM*
O=C(C1CCCC1)N1CCC2(CCCN(Cc3cccc(F)c3F)C2)C1 (centres undefined)	?	-1%	38%[activator]	-4%	1%	-7	?
O=C(C1CCCN1C(=O)Cc1ccc(F)cc1)N1CCC(N2CCOCC2=O)CC1 (centres undefined)	-18%	-1%	8%	i	·	-11	-1%
Cc1cc(C(F)(F)F)nn1CC(=O)NC1CCc2n[nH]c(=O)n2CC1 (centres undefined)	-2%	4%	-6%	i	9%	3	i
O=C(c1c(F)ccc(NS(=O)(=O)N2CC[C@@H](F)C2)c1F)c1c[nH]c2ncc(-c3cnc(C4CC4)nc3)cc12	·	-9%	·	-16%	·	-17	·
